P. falciparum M17LAP – P. falciparum M17LAP inhibitors, primary screen, biochemical, fluorogenic H-Leu-NHMec substrate, 1536-well (AID 1619); recombinant M17LAP, H-Leu-NHMec fluorogenic kinetic assay; higher % means a stronger effect; one-dose inhibition, % at 30 µM; IC50 in µM for titrated hits; 220,000 tested, 0.38% active;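 active = compound inhibiting the enzyme by more than half at any dose during confirmatory dose-response retesting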;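 note: plate controls were full reaction with DMSO carrier for no effect and no enzyme background for full effect; strong numbers were not always called active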
LYP inhibition – PTPN22 lymphoid phosphatase activity blockers – biochemical, fluorescence intensity, uHTS (AID 1779). recombinant LYP phosphatase, fluorescence intensity; higher % means a stronger effect. inhibition, % at 11.5 µM; hits with a dose series show IC50 in µM. 290,000 tested, 0.054% active;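 note: plate controls were vehicle with enzyme for no effect and no enzyme for full effect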
PMI inhibition – human PMI inhibitors, high substrate, primary screen, biochemical, fluorescence intensity, high mannose 6-phosphate (AID 1220) | recombinant PMI enzyme, coupled fluorescence intensity; higher % means a stronger effect | 190,000 tested, 0.66% active | inhibition, % at 20 µM; hits with a dose series show IC50 in µM
WT yeast gro inh – growth inhibition of WT yeast, mitochondrial fusion screen | 190,000 tested, 2.1% active | mitochondrial fusion phenotypic screen, WT strain | inhibition, % at 10 µM; in the data active = inhibition above about 58%; tested in S. cerevisiae
Yfh1-off respiration – mitochondrial function rescue without frataxin homolog – Friedreich's ataxia, plus single-dose screen, dose response (AID 1465). S. cerevisiae Yfh1-off respiration, WST-1 reduction, 72 h; higher fold induction means a stronger effect. fold induction at 50 µM; hits with a dose series show EC50 in µM. 220,000 tested, 0.074% active;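 active = fold induction of absorbance versus untreated yeast above a set limit, then at least 30% activation at any dose in follow-up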;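 note: activators that raise dye reduction in frataxin-depleted yeast; strong numbers were not always called active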
XIAP displacement – XIAP antagonists, biochemical, IAP family, fluorescence polarization (AID 1018); XIAP BIR domain, fluorescence polarization peptide displacement; higher % means a stronger effect; 200,000 tested, 0.007% active; displacement, % at 20 µM; hits with a dose series show IC50 in µM; in the data active = displacement above about 50%; note: a part of the inactive calls stands beside numbers as strong as those of hits
TNAP activation fold – human TNAP enzyme activators, primary screen, biochemical, luminescent, no phosphate acceptor, uHTS (AID 1001). activation fold at 20 µM, or EC50 in µM where a hit was titrated. purified TNAP, luminescent activation assay, no phosphate acceptor; higher activation fold means a stronger effect. 200,000 tested, 0.03% active; in the data active = activation fold from about 3, or a potency from the dose series; inactive = the rest, 99 in 100 with activation fold below about 1.6; note: many of its hits are not listed in these tables
PMI inhibitors – MPI enzyme activity inhibition – biochemical, fluorescence intensity, coupled assay, primary screen (AID 1209). purified PMI enzyme, coupled fluorescence intensity; higher % means a stronger effect. inhibition, % at 20 µM, or IC50 in µM where a hit was titrated. 190,000 tested, 0.42% active;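 note: plate controls were DMSO vehicle for no effect and wells lacking substrate for full effect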
M1AAP inhibition – P. falciparum M1AAP inhibitors, biochemical, fluorogenic H-Leu-NHMec substrate, 1536-well (AID 1445); inhibition, % at 30 µM; hits with a dose series show IC50 in µM; 220,000 tested, 0.42% active; recombinant M1AAP, H-Leu-NHMec fluorogenic kinetic assay; higher % means a stronger effect;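 active = primary inhibition above the hit cutoff, then over 50% inhibition at one or more dose response concentrations, cut at about 23% in these data, passing the limit was not always enough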;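 note: plate controls were DMSO full reaction for no effect and no enzyme background for full effect; strong numbers were not always called active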
WT yeast gro inh mutant strain – recorded beside WT yeast gro inh, whose call it bears; inhibition, %; mitochondrial fusion phenotypic screen, mutant strain inhibition
The depositor's hits bear a star; i = inactive; x = no result given. Cut-off read from the data, not from the text of the source, unless noted: active = inhibition above about 50%; inactive = the rest.

SMILES	P. falciparum M17LAP	LYP inhibition	PMI inhibition	WT yeast gro inh	WT yeast gro inh mutant strain	Yfh1-off respiration	XIAP displacement	TNAP activation fold	PMI inhibitors	M1AAP inhibition
CCN(CC)S(=O)(=O)c1cc(C)ccc1SC	-4%	1%	-3%	-13	-17	i	-5.4%	1	0%	3%
CCC1(c2ccccc2)NC(=O)N(CC#N)C1=O (stereo not given)	-3%	-6%	-2%	5	9	i	-11%	1	-9%	-1%
Cc1ccccc1C1NC(c2ccccc2C)C([N+](=O)[O-])C(C)(C)C1[N+](=O)[O-] (stereo not given)	5%	-2%	x	x	x	i	x	x	x	10%
Cc1cc(C)nc(SCc2csc(N)n2)n1	7%	-10%	-15%	3	10	i	-2.7%	1.2	-10%	7%
CC(=O)Nc1nc(C2COc3ccccc3O2)cs1 (stereo not given)	-7%	-4%	9%	-4	-3	i	-3.5%	1.1	10%	11%
CCOc1ccc(/C=N/OCC(=O)NC(c2ccccc2)c2ccccc2)cc1	-8%	4%	19%	27	24	i	-5.1%	1.1	15%	-3%
O=C(Nc1ccc(NC(=O)c2cc([N+](=O)[O-])ccc2N2CCOCC2)cc1)c1cccs1	-8%	-2%	-25%	-18	-6	i	-6.2%	1.1	-26%	9%
CN(C)CCOC(=O)c1ccc2[nH]c3c(c2c1)CSCC3	0%	-14%	x	x	x	i	x	x	x	6%
C/C(=N\NC(=O)c1ccc(CN2CCOCC2)cc1)c1ccc(NC(=O)c2ccccc2)cc1	5%	-2%	4%	1	-3	i	-5.8%	1	-5%	2%
CCOC(=O)N1CCC(NC(=O)c2cn(-c3ccc(OC)cc3)c(=O)c3ccccc23)CC1	1%	0%	6%	-5	-5	i	1.2%	1.1	6%	5%
O=C(NC1CCCc2ccccc21)c1ccc(Br)cc1 (stereo not given)	0%	-5%	-2%	-6	-9	i	0.1%	1.1	10%	11%
Cc1[nH]n(C2=NCCS2)c(=O)c1N=Nc1cccc(C(F)(F)F)c1	-4%	4%	-23%	84*	79*	i	-6.6%	1	-14%	-10%
CCOC(=O)C1CCN(Cc2ccc(F)c(F)c2)CC1	18%	-8%	-7%	5	25	i	-3.2%	1.2	-2%	0%
CCC(Sc1nc(C)cc(=O)[nH]1)C(=O)Nc1ccc(Cl)cn1 (stereo not given)	0%	-6%	6%	1	0	i	-3.3%	1.1	3%	7%
CN(C)c1nc(SCCOC(=O)COc2ccc(Cl)cc2Cl)nc(N(C)C)n1	8%	0%	15%	23	5	x	-6.5%	1.1	18%	-5%
Cc1ccc(COc2ccccc2-c2cc(C(=O)N/N=C/c3cccnc3)[nH]n2)cc1	-5%	0%	x	x	x	i	x	x	x	5%
Cc1c(O)ccoc1=O	1%	-11%	1%	4	-7	i	-8.0%	1.1	-6%	-13%

Grouped by structure: those above with four or more nitrogen atoms (seven)
SMILES	P. falciparum M17LAP	LYP inhibition	PMI inhibition	WT yeast gro inh	WT yeast gro inh mutant strain	Yfh1-off respiration	XIAP displacement	TNAP activation fold	PMI inhibitors	M1AAP inhibition
Cc1cc(C)nc(SCc2csc(N)n2)n1	7%	-10%	-15%	3	10	i	-2.7%	1.2	-10%	7%
O=C(Nc1ccc(NC(=O)c2cc([N+](=O)[O-])ccc2N2CCOCC2)cc1)c1cccs1	-8%	-2%	-25%	-18	-6	i	-6.2%	1.1	-26%	9%
C/C(=N\NC(=O)c1ccc(CN2CCOCC2)cc1)c1ccc(NC(=O)c2ccccc2)cc1	5%	-2%	4%	1	-3	i	-5.8%	1	-5%	2%
Cc1[nH]n(C2=NCCS2)c(=O)c1N=Nc1cccc(C(F)(F)F)c1	-4%	4%	-23%	84*	79*	i	-6.6%	1	-14%	-10%
CCC(Sc1nc(C)cc(=O)[nH]1)C(=O)Nc1ccc(Cl)cn1 (stereo not given)	0%	-6%	6%	1	0	i	-3.3%	1.1	3%	7%
CN(C)c1nc(SCCOC(=O)COc2ccc(Cl)cc2Cl)nc(N(C)C)n1	8%	0%	15%	23	5	x	-6.5%	1.1	18%	-5%
Cc1ccc(COc2ccccc2-c2cc(C(=O)N/N=C/c3cccnc3)[nH]n2)cc1	-5%	0%	x	x	x	i	x	x	x	5%

Laid out differently: entries from further up.
Values in the order: P. falciparum M17LAP	LYP inhibition	PMI inhibition	WT yeast gro inh	WT yeast gro inh mutant strain	Yfh1-off respiration	XIAP displacement	TNAP activation fold	PMI inhibitors	M1AAP inhibition
Cc1cc(C)nc(SCc2csc(N)n2)n1
  7%	-10%	-15%	3	10	i	-2.7%	1.2	-10%	7%
CC(=O)Nc1nc(C2COc3ccccc3O2)cs1 (stereo not given)
  -7%	-4%	9%	-4	-3	i	-3.5%	1.1	10%	11%

Screens as filed in PubChem.
